Screening results: PubChem, several laboratories
NR2E3 ag-1: activates human photoreceptor nuclear receptor NR2E3; Q9Y5X4; GST-NR2E3/biotin-RetCOR TR-FRET, 1536-well; inhibition of corepressor binding, % at 4.78 µM; actives 0.12% (n = 320,000); AID 2300;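 active means percent inhibition above the cutoff of mean plus 3 SD of all tested compounds, set per screening campaign, cut at about 20% in these data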;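 further: 0% = DMSO wells and 100% = biotin wells as full block of FRET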
Target sequence (Q9Y5X4 whole entry, looked up): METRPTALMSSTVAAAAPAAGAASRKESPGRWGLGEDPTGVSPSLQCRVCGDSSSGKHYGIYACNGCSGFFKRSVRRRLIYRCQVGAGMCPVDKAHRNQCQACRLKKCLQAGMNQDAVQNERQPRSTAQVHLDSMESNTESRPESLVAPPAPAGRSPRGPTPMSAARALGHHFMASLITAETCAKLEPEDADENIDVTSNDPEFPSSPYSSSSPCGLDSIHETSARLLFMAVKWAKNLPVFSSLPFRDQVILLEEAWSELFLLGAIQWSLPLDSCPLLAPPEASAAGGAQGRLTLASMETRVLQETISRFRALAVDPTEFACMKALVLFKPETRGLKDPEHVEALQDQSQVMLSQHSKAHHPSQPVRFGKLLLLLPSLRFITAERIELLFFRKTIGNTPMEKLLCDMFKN
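Material: NR2E3–RetCOR corepressor complex / Incubation: Compound–protein incubation for 5 h at 4 °C / Dosing: compound at 4.8 µM, single dose / Detection: time-resolved FRET / Benchmarks: high control biotin, low control 0.6% DMSO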
Shn3 3UTR inh: reduces Shn3 3'UTR luciferase signal in osteoblasts; Clone20 osteoblast Shn3 3'UTR firefly luciferase, 24 h; inhibition, % at 12.5 µM; actives 0.52% (n = 360,000); AID 588674;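 active means mean inhibition of at least 75% with every replicate also reaching 75%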;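 further: 0% = median of neutral control wells and 100% = pilot-screen positive control compound; some compounds past the cut are filed as inactive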
NR2E3 ag-2: human photoreceptor-specific nuclear receptor agonism; inhibition of corepressor binding, % at 3.98 µM; CHO-S Gal4-NCOR/VP16-NR2E3 two-hybrid, luciferase; actives 0.35% (n = 360,000); Q9Y5X4; AID 602229;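 active means inhibition above the mean of all tested compounds plus 3 SD, cut at about 70% in these data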;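 further: 0% = DMSO with NR2E3 transfected cells and 100% = cells lacking NR2E3 construct; higher means lower luciferase signal from less NR2E3 corepressor binding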
HIF-2a inh: inhibitors of HIF-2a. AID 624352. actives 0.72% (n = 360,000). inhibition, % at 18.8 µM. 786-0 RCC cells HIF-2a reporter, luciferase luminescence, overnight;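 active means inhibition of the luminescence signal of 40% or more relative to plate controls, in a single-dose primary screen at 18.75 µM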
hiPSC survival: hiPSC single-cell survival enhancement; AID 602274; ATPlite luminescence; 100% = ROCK inhibitor wells, 0% = DMSO; survival enhancement, % at 20 µM; actives 0.044% (n = 360,000); in the data active means survival enhancement above about 18%;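 further: cells exposed to compounds for 16 hours before the ATP read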
CaV13 ICDI inh: Disruptors of the CACNA1D IQ motif to Ca2+-dependent inactivation inhibitor domain association, primary screening, Förster resonance energy transfer in intact living … | HEK cells, CFP/YFP FRET ICDI-IQ, plate reader, 10 min; percent FRET-ratio fall versus neutral wells | inhibition, % at 12.3 µM | actives 0.098% (n = 340,000);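 active means mean replicate inhibition of at least 30% and at least 1% of replicates passing that level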;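 further: 0% = median of the neutral control wells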
HTR2A ag: mouse HTR2A agonism via beta-arrestin recruitment. actives 0.66% (n = 360,000). CHO-K1 mHTR2A beta-arrestin complementation, luminescence; percent of 30 µM serotonin response. P35363. AID 624169. activation, % at 7.6 µM;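 active means activation above a run cutoff, the mean activation of all tested compounds plus 3 SD, cut at about 14% in these data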;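 further: 0% = plate median of compound wells and 100% = 30 µM serotonin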
PDI inh: inhibitors of human protein disulfide isomerase; AID 588391; PDI insulin aggregation turbidity, A650, 90 min; actives 0.052% (n = 350,000); P07237; inhibition, % at 10 µM;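 active means mean inhibition across replicates of 30% or more, whatever share of single replicates reach that level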;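 further: absorbance from insulin aggregation driven by PDI reduction with DTT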
Target sequence (P07237 whole entry, looked up): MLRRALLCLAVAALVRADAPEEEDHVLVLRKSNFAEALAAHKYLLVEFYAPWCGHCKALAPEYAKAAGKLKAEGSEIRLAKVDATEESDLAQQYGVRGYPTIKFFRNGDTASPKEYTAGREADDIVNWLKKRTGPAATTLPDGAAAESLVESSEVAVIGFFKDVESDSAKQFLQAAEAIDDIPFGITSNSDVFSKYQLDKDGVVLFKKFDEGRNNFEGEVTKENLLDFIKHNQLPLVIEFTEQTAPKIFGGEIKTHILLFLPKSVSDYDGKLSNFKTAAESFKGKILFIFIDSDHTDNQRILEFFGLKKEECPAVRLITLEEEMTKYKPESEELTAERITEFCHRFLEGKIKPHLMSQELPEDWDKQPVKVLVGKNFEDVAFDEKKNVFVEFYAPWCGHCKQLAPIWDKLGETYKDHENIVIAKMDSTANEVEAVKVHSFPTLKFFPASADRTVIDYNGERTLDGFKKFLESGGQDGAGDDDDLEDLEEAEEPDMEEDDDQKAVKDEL
TRPM1 prom inh: MITF TRPM1 promoter inhibition in SK-MEL-5 cells | SK-MEL-5 TRPM1 promoter luciferase, 24 h | inhibition, % at 12.5 µM | actives 0.83% (n = 330,000) | AID 488899;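 active means mean inhibition across replicates of 60% or more, whatever share of single replicates reaches that level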; further: values of inactives mirror those of a sister screen read the other way
Cardio protect: protects H9c2 cardiomyocytes from peroxide injury | H2O2 injury protection, ATPLite, 2 h | protection from H2O2 cell death, % at 20 µM | actives 0.63% (n = 360,000) | AID 588492;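 active means compounds giving at least 50% protection of heart cells from peroxide-induced death in the single-dose screen, raw or plate-pattern-corrected value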;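 further: 0% = DMSO wells with peroxide and 100% = DMSO wells without peroxide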
Peg3 promoter: Peg3 promoter activity inhibition; HeLa PEG-Prom luciferase reporter, luminescence, overnight; inhibition, % at 20 µM; actives 1.7% (n = 360,000);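 active means inhibition of at least 50% at 20 µM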
* hit, by the source's call; x = no result given.

SMILES	NR2E3 ag-1	Shn3 3UTR inh	NR2E3 ag-2	HIF-2a inh	hiPSC survival	CaV13 ICDI inh	HTR2A ag	PDI inh	TRPM1 prom inh	Cardio protect	Peg3 promoter
O=C(N/N=C/c1c[nH]c2ccccc12)c1cc(Cl)ccc1O	5	-10	-32	-136	0.7	-14	-10	4	-5	3	-82
O=C(CCN1C(=O)NC2(CCCC2)C1=O)Nc1cccc(S(=O)(=O)N2CCOCC2)c1	6	0	-21	11	2.4	-2	2	3	-8	5	1
O=C(O)c1cc(=O)[nH]c2c(Cl)cccc12	-3	5	-13	10	-0.2	1	4	6	21	6	17
CN(C)c1ccc(-c2noc(-c3ccccc3O)n2)cc1	-3	32	-128	-144	-3.0	-5	-7	9	3	-27	-99
O=C(Oc1ccccc1C(=O)N1CCOCC1)c1cccc(Br)c1	-1	5	-20	3	3.8	-2	2	12	9	-11	-6
CC1CCCN(c2oc(-c3cccc4ccccc34)nc2C#N)C1 (stereo not given)	4	-96	1	-204	-1.9	-8	-5	-8	-60	-9	-175
CC(=O)C1=C(C)NC(SCC(=O)c2ccc(Cl)cc2)=C(C#N)C1CC(C)C (stereo not given)	17	8	-14	-12	1.7	-10	2	-2	4	8	10
CC(C)C[C@H]1CNC(=O)C(=O)N1C[C@@H]1CCCN1C[C@H](CC(C)C)N1C[C@H](Cc2ccc(O)cc2)N(CCc2ccccc2)C(=O)C1=O	x	x	0	12	-0.1	-3	-1	x	x	x	x
Cc1nc(-c2ccc(Cl)cc2)sc1C1(C)CC(c2ccccc2)=NO1 (stereo not given)	3	-88	-89	-244	0.6	-6	1	-7	-58	-2	-205
Cc1c(C)n(-c2ccccc2)c2ncnc(NCCN(C)C)c12	-3	4	15	20	-0.5	-4	-7	9	6	1	7
O=C(Cn1c(=O)[nH]c2ccccc2c1=O)Nc1ccc2c(c1)OCCO2	1	15	-25	2	0.4	-3	8	-1	3	-2	2
CC1(C)N=C(c2ccccn2)C(C)(C)N1O	2	-14	16	2	0.4	-4	-1	2	13	8	-5
CCN1CCN(CCCNC(=O)c2cc3cc4ccc(OC)cc4nc3o2)CC1	3	3	-33	-16	-1.4	x	0	-28	-17	-11	-15
Cn1c(N)c(S(=O)(=O)NCc2ccccc2Cl)c(=O)n(C)c1=O	2	-1	-5	10	-1.5	8	4	1	-1	7	11
CC(C)(C)NC(=O)CN(CCN1CCOCC1)C(=O)CNS(=O)(=O)c1ccc(Cl)cc1	1	-6	-15	2	0.1	-2	3	-3	-8	-2	1
Cc1ccc([N+](=O)[O-])cc1Nc1nc(N2CCOCC2)nc(N2CCOCC2)n1	-4	-5	4	12	-1.0	-6	0	-2	-4	3	-18
C[C@H]1CN([C@@H](C)CO)S(=O)(=O)c2ccc(Br)cc2O[C@H]1CN(C)C(=O)Nc1ccccc1F	x	-7	6	6	2.0	-10	-3	-5	x	6	-9
CC(Sc1n[nH]c(=O)[nH]c1=O)C(=O)OCc1ccccc1 (stereo not given)	0	-13	-4	10	3.8	x	0	-7	-7	0	2
C[N+](C)(C)CCCN1C(=O)CCCC1=O	0	1	8	11	-1.1	x	-1	-9	0	-2	-2
COc1ccc(-c2nc(N)ncc2-c2ccccc2OC)c(O)c1	0	-22	-11	24	0.7	-13	1	1	-3	-4	5
Cc1ccc(S(=O)(=O)NCc2csc(C)n2)c(C)c1	-3	-8	2	18	-3.0	x	-2	11	15	2	8
COCCCNC(=O)c1c(NC(=O)C2COc3ccccc3O2)sc2c1CCCC2 (stereo not given)	2	15	-8	1	3.0	-5	-1	8	0	19	12
CCOC(=O)CNC(=O)COc1coc(CN2CCN(Cc3ccccc3)CC2)cc1=O	0	-8	14	-3	0.6	-3	-2	-1	-2	-2	-5
O=C(NCC1CCCCC1)c1cc([N+](=O)[O-])ccc1N1CCOCC1	2	-49	-9	14	0.3	-3	7	6	7	10	-9
CCNC(=O)Nc1ccc2c(c1)c(=O)n(C)n2Cc1ccc(Cl)cc1	x	-3	-27	-6	2.2	-7	3	8	x	2	-8
SMILES	NR2E3 ag-1	Shn3 3UTR inh	NR2E3 ag-2	HIF-2a inh	hiPSC survival	CaV13 ICDI inh	HTR2A ag	PDI inh	TRPM1 prom inh	Cardio protect	Peg3 promoter
CCOC(=O)C1CCCN(c2c(NCCC(C)C)c(=O)c2=O)C1 (stereo not given)	0	-19	15	18	-0.4	3	0	2	5	4	8
Cc1ccc2cc(C=O)c(Cl)nc2c1	-1	-21	2	2	1.8	-18	3	4	0	0	-8
COc1ccc(CCN(C(=S)Nc2ccccc2)C2CC(=O)N(c3ccccc3)C2=O)cc1 (stereo not given)	3	22	-4	-4	-1.4	0	5	8	-6	-4	0
CCOC(=O)c1ccc(NC(=O)c2ccccc2C)cc1	-3	-60	-45	-171	1.0	-5	-4	-3	-80	-3	-260
Cc1cccc(-n2c(C)n[nH]c2=S)c1C	-1	-3	-24	22	-1.4	-5	1	13	9	5	-9
Cc1nn(-c2ccccc2)c(Cl)c1/C=C(/CC(=O)O)c1nc2ccccc2s1	x	-1	18	9	1.5	-6	-2	-8	1	3	14
COc1ccc(C(=O)NC2CCN(C(=S)NCc3ccco3)CC2)cc1	5	16	-10	1	3.5	-7	4	0	6	-7	11
O=C(Cn1c(=O)cnc2ccccc21)NNC(=O)c1ccc(Cl)cc1	6	7	22	17	3.8	-2	3	0	6	-7	-6
O=c1cc(Cn2ccnc2)c2cc3c(cc2o1)CCC3	-1	-8	0	-6	1.9	-5	1	-6	-8	0	-4
CCOC(=O)C(NC(C)=O)(Nc1ccc(S(=O)(=O)Nc2ccncn2)cc1)C(F)(F)F (stereo not given)	2	-3	-5	16	5.6	-4	0	1	-27	0	7
Cc1c(C)n(C)c2ccc(C(=O)NCCc3ccco3)cc12	-1	-47	-49	-152	-0.5	-2	1	-1	-49	2	-174
CN(C)C(=O)COC(=O)/C=C/c1ccccc1[N+](=O)[O-]	-2	13	-14	-6	-2.0	-6	-1	1	14	-1	8
COCCNC(=O)[C@@H]1CSC2c3ccccc3C(=O)N21 (stereo not given in full)	x	-3	-22	22	3.3	-3	1	6	15	5	6
CCOC(=O)/C(C#N)=C/c1c(N2CCN(C)CC2)nc2c(C)cccn2c1=O	x	-12	-9	3	-0.5	-4	-5	2	2	6	14
N=c1c(S(=O)(=O)c2ccc(Cl)cc2)cc2c(=O)n3ccccc3nc2n1CCc1ccccc1	5	4	-16	-18	-0.4	-2	1	-6	14	-3	3
COc1ccc(Cn2c(O)c(C=Nc3ccccc3)c3ccccc3c2=O)cc1	-3	15	-32	-2	-1.8	-4	-1	2	7	-1	3
COC(=O)c1cc(C(=O)c2ccc(Cl)cc2Cl)cn1C	-2	-4	3	-29	0.7	x	0	-5	-6	2	-25
Cc1ccc(-c2ccc(=O)n(Cc3ccc(F)cc3Cl)n2)cc1	x	10	4	-6	0.8	-14	-3	1	1	-9	3
COc1ccc(/C=N/n2cnc3c(sc(=S)n3-c3ccccc3)c2=O)cc1	1	6	-7	14	-0.3	-4	4	-18	0	-8	-16
O=C(/C=C/c1ccccc1)N(Cc1cccc(Cl)c1)C1CCS(=O)(=O)C1 (stereo not given)	-1	5	3	20	3.4	-7	0	16	2	1	21
Cc1cc(C(=O)NCc2cccnc2)no1	1	-8	19	-6	-1.8	-7	2	-3	0	1	7
CCN(CC)CCOc1nc(C)nc2c1oc1ccccc12	-1	-14	-23	-8	-3.1	-4	-2	13	8	4	9
COc1cccc(-n2c(SC)nnc2-c2cnccn2)c1	4	10	2	12	-2.7	-3	1	2	-3	1	8
C=CCN1C(=O)C(CC(=O)Nc2ccc(OCC)cc2)N(Cc2ccccn2)C1=S (stereo not given)	3	0	18	15	1.2	-4	-2	0	-5	-4	15
Cc1ccc(/C=N/OC(=O)c2c(C)noc2-c2snnc2C)cc1	-4	10	-23	10	0.5	-4	-2	0	-7	-11	7
O=c1c(-c2ccc3c(c2)OCCO3)c(C(F)(F)F)oc2cc(O)cc(O)c12	3	5	31	7	-0.9	-6	5	9	2	-13	23
COC(=O)CCNC(=O)Cc1ccc(S(=O)(=O)N2CCCCC2)s1	x	-12	4	10	-0.1	-6	-2	0	4	3	-1
O=C(CSc1nnc2scc(-c3ccccc3)n12)N1CCN(Cc2ccccc2)CC1	0	-6	-12	-21	-0.5	x	2	3	-1	2	2
COc1ccccc1-c1cc(-c2ccccc2)nc(SC(C(N)=O)c2ccccc2)c1C#N (stereo not given)	6	38	-15	5	3.1	-8	2	-3	38	-3	47

Some of the entries so far, with two lines to a compound.
Below each SMILES: NR2E3 ag-1	Shn3 3UTR inh	NR2E3 ag-2	HIF-2a inh	hiPSC survival	CaV13 ICDI inh	HTR2A ag	PDI inh	TRPM1 prom inh	Cardio protect	Peg3 promoter
> N=c1c(S(=O)(=O)c2ccc(Cl)cc2)cc2c(=O)n3ccccc3nc2n1CCc1ccccc1
→ 5	4	-16	-18	-0.4	-2	1	-6	14	-3	3
> COc1ccc(Cn2c(O)c(C=Nc3ccccc3)c3ccccc3c2=O)cc1
→ -3	15	-32	-2	-1.8	-4	-1	2	7	-1	3
> COC(=O)c1cc(C(=O)c2ccc(Cl)cc2Cl)cn1C
→ -2	-4	3	-29	0.7	x	0	-5	-6	2	-25
> Cc1ccc(-c2ccc(=O)n(Cc3ccc(F)cc3Cl)n2)cc1
→ x	10	4	-6	0.8	-14	-3	1	1	-9	3
> COc1ccc(/C=N/n2cnc3c(sc(=S)n3-c3ccccc3)c2=O)cc1
→ 1	6	-7	14	-0.3	-4	4	-18	0	-8	-16
> O=C(/C=C/c1ccccc1)N(Cc1cccc(Cl)c1)C1CCS(=O)(=O)C1 (stereo not given)
→ -1	5	3	20	3.4	-7	0	16	2	1	21
